Source: PubChem BioAssay (National Center for Advancing Translational Sciences (NCATS))
D3 ag: D3 dopamine receptor (human) agonism. P35462. D3R DiscoveRx beta-arrestin cells, luminescence, 90 min. max activation, %. hit rate 0.58% among 410,000. AID 652048; in the data active = max activation above about 30%; note: 0% is about no effect; mostly tested at two doses, the higher about 12 µM
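Cells at 1500/well, incubated overnight, then treated with pinned compounds (dopamine as control) for 90 min at 37 degrees C. DiscoveRx reagent added for 30 - 60 minutes at room temperature; luminescence read.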
aSyn yeast inh: alpha-synuclein toxicity inhibition in yeast; Yeast expressing alpha-synuclein, growth rescue, BacTiter-Glo, 24 h; Potency, µM (doses to about 46.1 µM), for inactives: at the highest dose growth rescue (activation), actives largely listed as activators; hit rate 0.14% among 370,000; note: potency is the fitted concentration of half-maximal effect; % of control where 0% means no effect; nearly all actives have a fitted effect of over 65% in size
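Readout is rescue of growth in alpha-synuclein-expressing yeast, so inhibitors of toxicity appear as activators. Growth after 24 hr at 30 deg C in galactose medium is quantified by luminescence.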
TDP-43 yeast inh: inhibitors of TDP-43 toxicity in yeast; TDP-43 expressing yeast growth rescue, BacTiter-Glo, 24 h; Potency, µM (doses to about 46.1 µM), for the others: top-dose growth rescue (activation), hits mostly activators; hit rate 1.8% among 410,000; note: potency is the fitted concentration of half-maximal effect; % of control where 0% means no effect; nearly all actives have a fitted effect of over 50% in size
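Readout is BacTiter-Glo luminescence of cell growth, so inhibitors register as activators. TDP-43-expressing yeast at OD600=0.02 in galactose medium, after raffinose pregrowth to mid-log, were incubated with compound for 24 hr at 30 deg C.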
EPAC2 ag: activates human EPAC2 exchange factor; EPAC2 activation, biochemical qHTS; response scale: 100% = 6.5 mM cAMP response; AID 720711; Potency, µM (series often up to 154 µM), without a hit: at the highest dose activation, usual class: activators; Q8WZA2; hit rate 0.079% among 360,000; note: potency is the fitted concentration of half-maximal effect; nearly all actives have a fitted effect of over 50% in size
Target sequence (Q8WZA2 whole entry, looked up): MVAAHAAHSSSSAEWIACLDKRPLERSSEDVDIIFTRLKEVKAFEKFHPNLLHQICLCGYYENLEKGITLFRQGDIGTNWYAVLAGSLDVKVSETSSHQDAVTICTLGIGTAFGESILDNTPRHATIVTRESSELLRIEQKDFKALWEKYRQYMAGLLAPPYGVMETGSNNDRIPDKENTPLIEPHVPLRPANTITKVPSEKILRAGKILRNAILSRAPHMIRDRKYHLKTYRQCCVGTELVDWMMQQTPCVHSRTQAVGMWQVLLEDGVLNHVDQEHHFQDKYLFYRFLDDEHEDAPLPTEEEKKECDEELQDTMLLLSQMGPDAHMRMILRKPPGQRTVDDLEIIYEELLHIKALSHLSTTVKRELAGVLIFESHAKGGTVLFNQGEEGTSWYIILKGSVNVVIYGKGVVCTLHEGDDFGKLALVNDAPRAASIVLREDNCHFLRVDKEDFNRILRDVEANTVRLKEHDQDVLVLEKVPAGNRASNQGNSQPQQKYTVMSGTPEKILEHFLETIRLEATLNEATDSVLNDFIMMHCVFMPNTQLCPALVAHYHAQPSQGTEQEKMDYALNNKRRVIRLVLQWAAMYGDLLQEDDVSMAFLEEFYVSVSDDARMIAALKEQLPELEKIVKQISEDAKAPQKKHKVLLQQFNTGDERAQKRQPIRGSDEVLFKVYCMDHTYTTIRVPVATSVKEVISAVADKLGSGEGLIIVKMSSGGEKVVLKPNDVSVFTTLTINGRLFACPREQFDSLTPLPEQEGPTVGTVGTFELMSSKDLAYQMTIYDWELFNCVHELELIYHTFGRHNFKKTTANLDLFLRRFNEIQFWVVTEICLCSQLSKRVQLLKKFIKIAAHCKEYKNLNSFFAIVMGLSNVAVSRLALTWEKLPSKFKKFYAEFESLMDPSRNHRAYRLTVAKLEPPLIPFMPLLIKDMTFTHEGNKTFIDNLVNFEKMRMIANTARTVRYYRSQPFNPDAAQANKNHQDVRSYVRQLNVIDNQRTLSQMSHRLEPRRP
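Each well held 100 nM EPAC2, 250 nM RAP1B-BODIPY-GDP and 50 uM GDP. Fluorescence, read at 5-min intervals to 30 min, was referenced to a 6.5 mM cAMP positive control.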
EPAC2 antag: EPAC2 (human) antagonism. Potency, µM (doses to about 114 µM), inactives show top-dose activity, negative = inhibition, most hits filed as inhibitors. EPAC2 GEF exchange of Rap1B-BODIPY-GDP, fluorescence. hit rate 0.18% among 360,000; note: potency is the fitted concentration of half-maximal effect; % is set by controls: 0 for no effect and ±100 for the full control effect; nearly all actives have a fitted effect of over 45% in size; many of its hits are not listed in these tables
Abeta rescue: A-beta toxicity reversal in yeast. hit rate 0.063% among 410,000. Potency, µM (titrated, usually from 46.1 µM), for inactives: top-dose growth rescue, hits mostly activators. yeast expressing A-beta42, growth rescue, OD600, 48 h; response scale: 0% DMSO, 100% iron-clioquinol control; note: potency is the fitted concentration of half-maximal effect; nearly all actives have a fitted effect of over 55% in size
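Yeast growth medium received pinned compounds, then yeast cells expressing toxic A-beta were added; plates incubated at 30 C for 48 hr. Growth read as absorbance at 600 nm, normalized to DMSO and equimolar FeCl3 plus clioquinol controls.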
FUS suppressor: suppressors of FUS proteinopathy in yeast. hit rate 0.24% among 390,000. S. cerevisiae FUS-expressing, growth rescue, OD600, 24 h. Potency, µM (titrated, usually from 76.6 µM), for the others: top-dose growth rescue (activation), usual class: activators. AID 1347120;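 note: potency is the fitted concentration of half-maximal effect; plate controls were DMSO vehicle for no effect and reference control for full effect; nearly all actives have a fitted effect of over 55% in size; some results filed as inactive show a strong effect at the top dose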
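Compound concentration series was pinned onto galactose-induced FUS-expressing yeast seeded at OD 0.005. Plates sat 24hr at 30C; absorbance at 600 nm gave growth. DMSO served as background control.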
D3 antag: blocks the human D3 dopamine receptor. P35462. hit rate 2.5% among 360,000. max response, negative = inhibition, %. AID 652054. D3R cells, DiscoveRx beta-arrestin luminescence, antagonist mode; hits give low values; in the data active = max response below about -50%; inconclusive = no clear call, values can overlap the other calls; note: % is set by controls: 0 for no effect and ±100 for the full control effect; mostly tested at two doses, the higher about 12 µM
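Cells plated overnight at 1500 cells/well, then exposed to library compounds with dopamine controls for 90 minutes at 37 degrees C. DiscoveRx reagent added for 30–60 minutes at room temperature; luminescence read, quantitative HTS format.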
Starred values were filed as active, the others as inactive; ? = inconclusive; / = not tested or not shown; [ ] = remark or other dose. Unless noted, calls come from the whole dose curve; as a rule, active = well fitted curve in the direction sought with a large enough effect; inconclusive = small, poorly fitted or top-dose-only effect, or another doubt; inactive = no such curve, though single readings can be large; an effect the other way counts as inactive or inconclusive.

1: CC(C)(C)c1ccc(C(=O)NCC(=O)NNC(=O)c2ccccc2O)cc1
2: Cc1ccc(C(=O)N/C(=C\c2ccco2)C(=O)N2CC(C)OC(C)C2)cc1C (stereo unspecified)
3: N/C(=N\OC(=O)CCC1CCCCC1)c1ccc([N+](=O)[O-])cc1
4: CC1CCc2nc3ncn(Cc4ccc(Cl)cc4)c(=O)c3cc2C1 (stereo unspecified)
5: CCOC(=O)c1cnc2c(C)cc(Cl)cc2c1NCCc1ccc(OC)c(OC)c1
6: COC(=O)Cc1ccc(OCC(=O)NC2CCCC2)cc1
7: O=C(c1cccc(S(=O)(=O)N2CCCC2)c1)N(Cc1ccco1)C1CCS(=O)(=O)C1 (stereo unspecified)
8: CCOc1ccc(C(=O)NCc2ccncc2)cc1OCC
9: CN1CCN(c2ncnc3c2cnn3-c2cccc(Cl)c2)CC1
10: COc1ccc2cc(-c3ccsc3)ncc2c1

screen / no.,1,2,3,4,5,6,7,8,9,10
D3 ag,11,4,-10,3,2,5,4,3,5,-19
aSyn yeast inh,4%,1%,-6%,/,/,0%,0%,-5%,/,-16%
TDP-43 yeast inh,0%,10%,20µM*,4%,15%,0%,-20%,-12%,-6%,?
EPAC2 ag,-3%,3%,-5%,/,/,4%,14%,-5%,/,4%
EPAC2 antag,-5%,7%,-29%,/,/,7%,-3%,5%,/,0%
Abeta rescue,-14%,7%,33%,-7%,-8%,16%,0%,2%,-19%,-9%
FUS suppressor,18%,7%,/,-12%,-25%,-8%,9%,1%,-19%,-11%
D3 antag,1,6,-3,/,/,6,0,?,/,?

Some of these compounds in order of SMILES length, descending:
1: CC(C)(C)c1ccc(C(=O)NCC(=O)NNC(=O)c2ccccc2O)cc1
6: COC(=O)Cc1ccc(OCC(=O)NC2CCCC2)cc1
10: COc1ccc2cc(-c3ccsc3)ncc2c1

screen / no.,1,6,10
D3 ag,11,5,-19
aSyn yeast inh,4%,0%,-16%
TDP-43 yeast inh,0%,0%,?
EPAC2 ag,-3%,4%,4%
EPAC2 antag,-5%,7%,0%
Abeta rescue,-14%,16%,-9%
FUS suppressor,18%,-8%,-11%
D3 antag,1,6,?

A different layout for 2 compounds above.
| nr | Compound | D3 ag | aSyn yeast inh | TDP-43 yeast inh | EPAC2 ag | EPAC2 antag | Abeta rescue | FUS suppressor | D3 antag |
| --- | --- | --- | --- | --- | --- | --- | --- | --- | --- |
| 9 | CN1CCN(c2ncnc3c2cnn3-c2cccc(Cl)c2)CC1 | 5 | / | -6% | / | / | -19% | -19% | / |
| 10 | COc1ccc2cc(-c3ccsc3)ncc2c1 | -19 | -16% | ? | 4% | 0% | -9% | -11% | ? |

Carrying on.
11: CCOc1ccccc1C(=O)N/N=C/c1coc2ccc(C)cc2c1=O
12: Cn1cc(CNCc2ccc(-n3cccn3)cc2)c(-c2ccccc2F)n1
13: CCc1nc2c(OCC3COc4ccccc4O3)cccn2c1N(C)C(=O)c1cccc(OC)c1 (stereo unspecified)
14: CC(C)Oc1ccc(CNC(=O)c2ccc(NC(=O)N3CCSc4ncccc43)cc2)cc1
15: CCN(CC)c1ccc(NC(=O)Nc2ccccc2C(F)(F)F)cc1
16: CCOC(=O)/C=C1\NC(C)(C)Cc2cc(OC)c(O)cc21
17: Cc1ccc(OCc2nc3ccccc3n2CCOc2ccc(Cl)cc2)cc1
18: COCC1CCCN(C(=O)c2cc(COc3ccc4ncccc4c3)on2)C1 (stereo unspecified)
19: COc1cc(OC)c(N(C)S(=O)(=O)c2cccc(C(=O)Nc3nc(C)cs3)c2)cc1Cl
20: CSc1nc2ccccc2n1Cc1cccc([N+](=O)[O-])c1

screen / no.,11,12,13,14,15,16,17,18,19,20
D3 ag,-5,0,0,-2,-9,5,-1,29,5,-14
aSyn yeast inh,-4%,2%,0%,/,-6%,-2%,/,11%,1%[1.84 µM],6%
TDP-43 yeast inh,21%,13%[9.22 µM],7%,-5%,-23%,-9%,23%,-3%,15%,1%
EPAC2 ag,-6%,5%,9%,/,-5%,-1%,/,1%,5%,-4%
EPAC2 antag,-19%,-5%,-14%,/,-11%,-2%,/,-3%,-3%,0%
Abeta rescue,-28%,-16%,-11%,-4%,-6%,-12%,7%,1%,12%,-8%
FUS suppressor,-2%,16%,22%,26%,24%,0%,4%,/,5%,-3%
D3 antag,-13,-18,15,/,-14,14,/,7,22,?

21: O=C(CCc1ccccc1)Nc1nc2nc(-c3ccccc3)cc(=O)n2[nH]1
22: CN(c1ccc(C(=O)NCc2cccnc2)cc1)S(=O)(=O)c1ccc(Cl)cc1
23: Nc1ncnc2c1ncn2[C@@H]1O[C@H](C(=O)NS(=O)(=O)c2cccs2)[C@@H](O)[C@H]1O
24: CCCSc1nc(SCC(=O)NCc2ccccc2)c2c3c(sc2n1)COC(C)(C)C3
25: Cc1cccc(COC[C@H](Cc2ccccc2)N2CCN(C(=O)c3cc(Cl)cc(Cl)c3)CCC2=O)c1
26: COc1ccccc1C(=O)Nc1ccc(OCc2nnc3c4ccccc4c(C)nn23)cc1
27: Cc1ccc(S(=O)(=O)NCCC(=O)OCC(=O)NC(=O)c2cccn2C)cc1
28: O=C(COC(=O)Cn1cc(C(F)(F)F)ccc1=O)NCc1ccccc1
29: COC(=O)[C@@]12C[C@@H](CC(=O)NCc3cccc(C(F)(F)F)c3)C(=O)N(Cc3ccc4c(c3)OCO4)C1=CCC(C)(C)C2
30: CCOc1cc(CNC(=O)Cn2c(-c3cccs3)cc3cc(F)ccc32)ccc1OC

screen / no.,21,22,23,24,25,26,27,28,29,30
D3 ag,0,0,-2,28,0,13,1,4,-10,7
aSyn yeast inh,3%,9%,4%,0%,?,-1%,-2%,-8%,0%,/
TDP-43 yeast inh,20%,13%,19%,-6%,0%,-2%,12%,-16%,0%,11%
EPAC2 ag,-11%,8%,5%,8%,10%,0%,5%,6%,10%,/
EPAC2 antag,-4%,5%,8%,-2%,-9%,5%,-6%,1%,-15%,/
Abeta rescue,13%,1%,-8%,-3%,0%,6%,6%,-5%,18%,1%
FUS suppressor,13%,/,-11%,18%,?,18%,9%,8%,?,-9%
D3 antag,-14,-2,-9,6,3,53,11,5,?,/

31: O=C(Nc1cnc2ccccc2c1)N1CCOCC1
32: CCOc1cccc(C2/C(=C(/O)c3ccc4c(c3)CC(C)O4)C(=O)C(=O)N2CCN2CCOCC2)c1 (stereo unspecified)
33: Cc1ccc(S(=O)(=O)N(C)C)cc1NC(=O)c1cncc(Br)c1
34: Cc1ccccc1N1C(=O)Cc2ccccc2C1=O
35: CN(C(=O)c1ccc2c(=O)n3c(nc2c1)CCCCC3)c1ccccc1Cl
36: Cc1cc(C)cc(NC(=O)Nc2ccccc2N2CCCCC2)c1
37: CN(C)C(=O)c1cc2cc([N+](=O)[O-])ccc2s1
38: O=C(CCc1nc2ccccc2c(=O)[nH]1)OCC(=O)N1CCc2ccccc21
39: COc1ccc(NC(=S)N2CCC3CC2c2cc(-c4ccc5c(c4)OCO5)ccc23)c(OC)c1 (stereo unspecified)
40: C=CCn1c(C)cc(C(=O)Cn2c(C(C)O)nc3ccccc32)c1C (stereo unspecified)

screen / no.,31,32,33,34,35,36,37,38,39,40
D3 ag,-5,11,10,7,-3,4,5,2,8,-16
aSyn yeast inh,-10%,-7%,5%,-3%,1%,0%,-8%,0%,0%,-1%
TDP-43 yeast inh,6%,-3%,5%,-4%,23%,11%,4%,-8%,22%,-24%[9.22 µM]
EPAC2 ag,0%,-11%,6%,6%,-5%,2%,-4%,3%,8%,5%
EPAC2 antag,1%,1%,-6%,11%,-5%,-1%,12%,2%,-37%,5%
Abeta rescue,11%,-6%,18%,?,1%,9%,-7%,-12%,-2%,-8%
FUS suppressor,-17%,-1%,27%,8%,16%,3%,13%,12%,16%,14%
D3 antag,-67*,-7,-16,-7,8,2,-9,8,9,-12

41: CCOC(=O)c1c(C)[nH]c(C2=NNC(=Nc3ccc(OCC)cc3)SC2)c1C
42: CC1(C)CC(NCc2ccncc2)CC(C)(C)N1
43: CCN1CCCC1CN(Cc1cc2cc(OC)ccc2[nH]c1=O)C(=O)NCc1ccccc1 (stereo unspecified)
44: Cc1ccccc1-n1nc(C(=O)O)c(C)c(C#N)c1=O
45: COC(=O)C[C@@H]1CC[C@@H](NC(=O)C2CCC2)[C@@H](CO)O1
46: Cc1cccc(OCC(=O)Nc2ccccc2OCc2cc(=O)n3ccccc3n2)c1
47: CCS(=O)(=O)N1Cc2ccccc2CC1C(=O)N(C)CC(=O)Nc1cccc(F)c1 (stereo unspecified)
48: COc1ccc(S(=O)(=O)N(C)C[C@H]2Oc3c(NC(=O)NC(C)C)cccc3C(=O)N([C@H](C)CO)C[C@@H]2C)cc1
49: C[C@@H]1CN([C@H](C)CO)C(=O)CCCn2cc(nn2)CO[C@H]1CN(C)C(=O)Nc1ccnc(N2CCOCC2)c1
50: O=c1ccc2cc([N+](=O)[O-])c(CCO)cc2o1
51: Cc1ccc(S(=O)(=O)N2CCN=C2SCc2ccc(Cl)c(Cl)c2)cc1
52: Cc1ccc(NC(=O)COc2ccccc2)cc1Cl
53: Cc1sc(NC(=O)C2C3CCC(O3)C2C(=O)O)c(C(=O)OC(C)C)c1-c1ccc(Cl)cc1 (stereo unspecified)

screen / no.,41,42,43,44,45,46,47,48,49,50,51,52,53
D3 ag,-14,-5,-7,4,-1,-5,4,7,-11,5,-6,-4,-6
aSyn yeast inh,-1%,1%,4%,1%,-4%,/,-8%,0%,-4%,-1%,-4%,-6%,-15%
TDP-43 yeast inh,-24%,-10%,-8%,2%,-3%,7%,4%,1%,17%,-4%,-8%,?,-14%
EPAC2 ag,3%,9%,8%,-6%,-1%,/,9%,10%,8%,5%,4%,17%,-10%
EPAC2 antag,0%,-2%,-2%,4%,2%,/,-5%,12%,3%,4%,0%,-11%,-29%
Abeta rescue,-11%,-34%[inhibitor],8%,-4%,-15%,-11%,-3%,-7%,-11%,0%,3%,-7%,-8%
FUS suppressor,/,0%,23%,27%,-4%,2%,17%,19%,-19%,-19%,/,28%,-1%
D3 antag,-16,-9,0,6,-2,/,-13,43,-20,-52*,3,-11,?

The list is partial (hit frequency here may not be typical).
